Myeloid diff MLP – myeloid differentiation induction; ER-HoxA9 myeloid progenitors, lysozyme-GFP differentiation, flow cytometry; calls only at 10 µM; 360,000 compounds, 1% hits; AID 624256;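 active = normalized GFP-positive differentiation at or above the plate's own cutoff, the solvent-only control mean plus 3 SD; inconclusive = no clear call, values can overlap the other calls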;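 note: cells exposed to compound for four days before flow analysis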
Lipid droplet – modulators of hepatic lipid droplet formation; AML12 mouse hepatocytes, oleate lipid droplets, BODIPY imaging; inhibition, % at 6.5 µM; 240,000 compounds, 0.4% hits; AID 1656;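 active = lipid droplet intensity inhibited by at least 50%, with more than 500 cells counted; inconclusive = wells with under 300 cells, treated as cytotoxic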
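Material – mouse AML12 hepatocyte cell line, fixed after treatment · Compound dosing – one dose, 6.5 µM compound · Times – compound with oleate, overnight · Measured by – Image-based BODIPY and DAPI two-channel analysis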
human PMI inhibition – MPI enzyme activity inhibition – biochemical, fluorescence intensity, coupled assay, primary screen (AID 1209); purified PMI enzyme, coupled fluorescence intensity; higher % means a stronger effect; inhibition, % at 20 µM, or IC50 in µM where a hit was titrated; 190,000 compounds, 0.42% hits; in the data active = inhibition above about 50%;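 note: plate controls were DMSO vehicle for no effect and wells lacking substrate for full effect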
MT stabilizer – microtubule stabilizers in HeLa cells | HeLa tubulin immunostaining HCS, 24 h; share of cells brighter than vehicle mean+2SD | % tubulin-high responders, % at 10 µM | 200,000 compounds, 0.83% hits | AID 2205;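 active = plate Z-score above 3 for both tubulin-high and condensed-nucleus cell shares, with cell loss under 80%, at 10 µM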;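 note: anti alpha tubulin signal scored within the nucleus-defined area of each cell; some results filed as inactive read as strong as hits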
Dynein transport – dynein cargo transport inhibition; 3617.4 mouse cells, GR-EGFP nuclear translocation imaging; test concentration mostly 20 µM; stimulated with dexamethasone, 1 µM; active compounds read low; AID 1381; z-score, hits read low; 220,000 compounds, 0.47% hits;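 active = plate z-score of nuclear minus cytoplasmic receptor signal below a set negative limit, without overly bright fluorescence or cell loss, cut at about -3.5 in these data, passing the limit was not always enough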;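 note: z-score of nuclear minus cytoplasmic ring GR-EGFP intensity difference per well; some compounds called inactive have numbers as strong as hits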
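Also added – dexamethasone, 1.0 µM final · Buffer or medium – tet-free, stripped-serum medium · Schedule – induction 48 h, compound 1 h, agonist 30 min · Detection – formaldehyde fixation, Hoechst nuclear stain, 10x automated fluorescence imaging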
b-catenin transl – alters nuclear translocation of beta-catenin in HeLa cells; immunofluorescence imaging; nuclear translocation activity, % at 5 µM; 190,000 compounds, 0.3% hits; AID 1665;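 active = nuclear translocation activity above 50% at 5 µM, with a well cell count of 50 or more; inconclusive = wells under 50 cells across six images, flagged as toxic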;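 note: per-cell ratio of nuclear to cytoplasmic median beta-catenin stain intensity; plate controls were DMSO negative control for no effect and GSK-3 inhibitor IX positive control for full effect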
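test system = HeLa cells, endogenous beta-catenin | dosing = single 5 µM dose plus 0.02–20 µM confirmation series | times = compound treatment 24 h, 37°C, 5% CO2 | technique = beta-catenin immunofluorescence imaging with DAPI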
TNAP activators – stimulation of alkaline phosphatase TNAP activity – biochemical, luminescent, no phosphate acceptor, uHTS, primary screen (AID 1001); activation fold at 20 µM; hits with a dose series show EC50 in µM; 200,000 compounds, 0.03% hits; purified TNAP, luminescent activation assay, no phosphate acceptor; higher activation fold means a stronger effect; in the data active = activation fold from about 3, or a potency from the dose series; inactive = the rest, 99 in 100 with activation fold below about 1.6; note: many of its hits are not listed in these tables
Ins promoter up – MIN6 insulin promoter up-regulation. AID 1625. z-score at 5 µM. 190,000 compounds, 0.3% hits. MIN6 insulin promoter-GFP reporter, high-content imaging; active compounds read high;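 active = z-score above 3 at 5 µM with at least 500 cells counted in the well; inconclusive = wells under 500 cells, flagged as cytotoxic or low count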
T cell HTS – T cell immune modulation candidate; 330,000 compounds, 0.068% hits; AID 2052; 2C CD8+ T cell-vesicle binding, flow cytometry; active compounds read low; calls only at 7 µM;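 active = response, share of CD8 T cells binding vesicles, and their 90th percentile fluorescence all below set limits, cut at about 80% in these data, passing the limit was not always enough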
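Assay system: 2C TCR transgenic mouse naive CD8+ T cells, MACS-purified | Read-out: CD8+ gate FL2 mean fluorescence as % of same-row positive control | Signal: High-throughput flow cytometry with anti-B7-1 and anti-CD8 staining | Timing: Binding step 1.5 h, 37 °C, antibody labelling 20 min, ice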
Dynein transport cytoplasmic EGFP – second read-out of Dynein transport, no call of its own (marks repeat the call); z-score; measured here: cytoplasmic GR-EGFP intensity; active compounds read high
Dynein transport nuclear GR-EGFP – further read-out of Dynein transport, marked with its call; z-score; measured here: nuclear GR-EGFP intensity;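 lower value marks the stronger effect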
Dynein transport cell count – recorded beside Dynein transport, whose call it bears; z-score; measured here: cell count per field
Ins promoter up cell count – further read-out of Ins promoter up, marked with its call; cell count; measured here: cytotoxicity, nuclei count;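 total cells summed across four imaged fields per well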
Lipid droplet cells 6.5 µM – second read-out of Lipid droplet, no call of its own (marks repeat the call); cell count; measured here: cell count, cytotoxicity flag;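 cells counted across two imaged fields per well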
b-catenin transl cell count 5 µM – second read-out of b-catenin transl, no call of its own (marks repeat the call); cell count; measured here: cell count, cytotoxicity flag
T cell HTS vesicle-bound % – further read-out of T cell HTS, marked with its call; double positive events, %; measured here: CD8+ vesicle-bound cell fraction;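 binding gate set so that unloaded-vesicle control wells show 10% double positive cells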
MT stabilizer Hoechst-high % – further read-out of MT stabilizer, marked with its call; % Hoechst-high responders; measured here: nuclear condensation Hoechst responders;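 share of cells brighter than vehicle mean plus two SD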
MT stabilizer cytotoxicity % – second read-out of MT stabilizer, no call of its own (marks repeat the call); toxicity, %; measured here: cytotoxicity by cell density;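 0% = mean cell density of plate MIN control wells and 100% = no cells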
Myeloid diff MLP GFP+ MAC1+ % – recorded beside Myeloid diff MLP, whose call it bears; GFP+ MAC1+ double positive, %; measured here: differentiation confirmed by MAC1 staining
An asterisk follows results filed as active; i = inactive; u = inconclusive; x = not tested or not shown; + = active, no number.

Every second line gives: Myeloid diff MLP	Myeloid diff MLP GFP+ MAC1+ %	Lipid droplet	Lipid droplet cells 6.5 µM	human PMI inhibition	MT stabilizer	MT stabilizer Hoechst-high %	MT stabilizer cytotoxicity %	Dynein transport	Dynein transport cytoplasmic EGFP	Dynein transport nuclear GR-EGFP	Dynein transport cell count	b-catenin transl	b-catenin transl cell count 5 µM	TNAP activators	Ins promoter up	Ins promoter up cell count	T cell HTS	T cell HTS vesicle-bound %
[1] CCOC(=O)N1CCN(C(=O)C2CC(c3ccccc3OC)=NO2)CC1 (stereo not drawn)
    i	0.7	16	765	7%	2.6	1.4	5.9	-0.31	-0.22	0.076	-0.13	x	x	1.1	0.05	867	i	42
[2] O=C(OCc1cc(=O)n2cc(Br)ccc2n1)c1ccc(Cl)c(S(=O)(=O)NCc2ccccc2)c1
    i	0.3	13	659	7%	3.7	2.4	6.3	-0.23	-0.18	-0.11	-0.33	x	x	1.1	-0.05	1492	i	44
[3] O=C(c1ccc(=O)n(Cc2ccccc2)n1)N1CCN(C/C=C/c2ccccc2)CC1
    i	0.6	6	744	8%	4.2	4.1	6.7	-0.00099	-0.24	0.091	0.11	1.5	1223	1.1	-0.11	1135	i	36
[4] Nc1ccc(N2CCCCC2)c(Cl)c1
    i	0.1	1	744	9%	2.6	1.5	4.2	-1.1	-0.052	-0.39	1.1	1.1	924	1	x	x	i	55
[5] CCOc1ccc2c(c1)OC(c1ccccc1)(C(F)(F)F)NC2=O (stereo not drawn)
    i	1.6	-17	619	-2%	3.0	2.8	7.9	-0.064	-0.19	0.12	0.22	-0.8	956	1.1	-0.05	1425	i	56
[6] CCCN(CC1CC1)c1nc(N)c2c(N)nc(OC)cc2c1C#N
    i	0.7	4	852	48%	1.8	1.8	5.8	-0.26	-0.19	0.54	-0.13	-2.7	1216	1.1	-0.49	1012	i	43
[7] CCC(C)C(=O)Nc1cc(Cl)ccc1C(=O)O (stereo not drawn)
    i	0.3	-3	682	-17%	5.4	2.8	5.0	0.45	-0.33	0.63	0.32	-1.6	873	1.1	-0.38	1545	i	62
[8] COc1ccc(S(=O)(=O)Nc2cc(Cl)ccc2OC)cc1
    x	x	x	x	15%	24*	53*	41*	-1.1	-0.31	-0.36	0.42	45	806	1	-0.68	838	i	56
[9] CC(NS(=O)(=O)c1ccc(CCC(=O)N2CCN(C)CC2)cc1)c1ccccc1 (stereo not drawn)
    i	0.7	-15	767	11%	1.8	1.2	0.8	-1	-0.22	-1.1	0.42	0.6	1100	1	0.76	1327	i	38
[10] CCCCCCOC(=O)Cc1c(C)nc(N)[nH]c1=O
    i	0.5	14	698	x	x	x	x	0.16	-0.24	0.75	-0.19	-0.7	1300	x	-0.34	1137	i	54
[11] Cc1occc1C(=O)NNC(=O)C(c1ccccc1)c1ccccc1
    i	1.9	x	x	9%	1.8	1.6	6.8	-0.46	0.52	0.6	0.15	-0.1	1385	1.3	1.3	1263	i	9
[12] COc1ccc(-c2ccc(CCC(=O)O)o2)cc1
    i	0.2	-5	650	2%	1.1	1.4	6.6	-0.76	-0.31	-0.21	0.92	-0.9	983	1.1	-0.21	1421	i	26
[13] O=C(COC(=O)c1cccc2ccccc12)Nc1ncc(C(F)(F)F)cc1Cl
    +	1.7*	4	845	20%	2.6	1.9	8.7	0.26	0.18	-0.079	0.13	x	x	1	1.8	830	i	43
[14] CCC(=O)Oc1ccc(C(=O)Nc2ccccc2C(=O)NCC(C)C)cc1
    i	0.4	5	627	-7%	4.3	1.6	6.9	0.16	-0.29	0.76	-0.59	-7.7	1064	1	0.58	1595	i	62
[15] COc1cccc(NC(=O)c2ccc(NC(=O)C(C)(C)C)cc2)c1
    i	0.3	8	709	-1%	1.1	2.4	3.8	-0.82	-0.28	-0.75	1.1	1.8	495	1	1.1	1432	i	43
[16] Cc1ccc(Nc2nc3ccccc3c(=O)s2)cc1C
    i	0.1	21	749	-13%	2.4	3.5	8.2	0.89	-0.32	-0.032	0.093	-0.2	523	1	0.61	1315	i	51
[17] Cc1ccc2[nH]c(=O)c(CN(CCCN(C)C)C(=S)NCCc3ccccc3)cc2c1
    i	0.2	4	681	3%	1.8	1.0	4.2	-0.97	-0.23	-0.45	0.54	-0.8	1073	1	-0.06	1293	i	5
[18] COc1ccc(-c2noc(CCCC(=O)N3CCOCC3)n2)cc1
    i	0.1	3	704	-4%	2.2	1.8	7.7	2.8	-0.15	1.2	-0.57	-1.7	1055	1.1	-0.64	1280	i	29
[19] O=C(CCl)N=c1sccn1Cc1cccc2ccccc12
    u	x	u	x	-34%	2.7	1.5	0.0	0.17	0.16	0.42	-0.86	-0.1	984	1.2	-0.72	1580	x	x
[20] NS(=O)(=O)c1cc(C(=O)NCCc2ccccn2)ccc1Cl
    i	0.0	3	703	x	x	x	x	-0.37	-0.23	-0.21	0.61	1.3	1367	x	0.06	1148	i	33
[21] O=c1c2ccccc2nc(COc2ccccc2)n1/N=C/c1ccc(O)c(O)c1
    i	0.3	-8	679	x	x	x	x	-0.33	-0.23	0.26	0.35	0.5	1248	x	-1.7	1055	i	27
[22] CC(=O)CCc1oc2ccc(NC(C)=O)cc2c1-c1ccc(C)o1
    i	0.6	x	x	-34%	3.6	2.6	7.9	-0.63	-0.098	-0.17	-0.072	1.2	1295	1	-0.65	1120	i	10
[23] COc1ccc(C(=O)C2CCCN(C(=O)CCC3=NNC(=O)CC3)C2)c(C)c1 (stereo not drawn)
    x	x	0	595	x	2.5	2.2	9.7	-0.43	-0.37	-0.39	1.6	0.7	1533	1.1	0.56	1630	i	41
[24] COc1ccc(OC)c(-c2c(C#N)c(N)nc3c2c(=O)nc2sccn23)c1
    i	1.2	9	681	-6%	3.2	2.1	7.7	-0.48	-0.3	-0.25	-0.039	0.4	1117	1.2	-0.14	1262	i	37
[25] O=C(CCNC(=O)c1ccccc1Cl)Nc1cc(C(F)(F)F)ccc1Cl
    i	0.5	4	650	16%	1.8	2.7	8.5	0.15	-0.31	-0.076	0.42	-4.3	1143	1.1	-0.31	1501	i	13
[26] O=C(O)CN1C(=O)SC(Nc2ccc(Cl)cc2)C1=O (stereo not drawn)
    i	0.9	27	750	-3%	1.8	1.6	3.9	0.67	-0.22	0.32	-0.27	x	x	1.3	-0.78	889	i	17
[27] c1ccc(N2CCN(Cc3ccsc3)CC2)nc1
    i	1.0	x	x	-4%	3.6	2.7	4.6	-0.53	-0.15	0.056	0.011	0.3	1114	1.1	-0.32	1000	i	38
[28] Oc1ccc(-c2[nH]ncc2-c2cnn(-c3ccccc3)c2)c(O)c1
    i	0.4	7	682	-14%	4.0	2.7	6.4	-1.3	-0.27	-0.32	0.28	-0.2	1138	1.7	-0.32	1341	i	40
[29] COc1ccc(O)c(/C=N\NC(=O)CCn2nnc3ccccc32)c1
    i	0.6	24	808	-2%	2.4	1.4	10	-1.3	0.85	-0.38	0.58	-0.1	1021	1	0.69	873	i	58
[30] O=C(c1cccc(NS(=O)(=O)c2ccc(F)c(F)c2)c1)N1CCN(C(c2ccccc2)c2ccccc2)CC1
    i	0.8	-1	600	21%	4.0	2.6	9.1	-1.1	-0.21	-0.31	1.7	-0.3	1007	1	2.1	1414	i	40
[31] O=C(CN1CCN(c2ccc(F)cc2)CC1)Nc1ccc(-n2cnnn2)cc1
    i	1.7	28	738	3%	3.2	2.9	1.9	0.81	-0.24	0.31	0.95	-0.5	1088	1	x	x	i	40
[32] CCCOc1ccc(NC(N)=O)cc1OCCC
    i	0.6	2	761	-2%	5.6	2.2	8.0	2	0.43	0.38	-2.4	-2.8	1170	1.1	x	x	x	x
[33] O=C(NCc1nnc(SCC(=O)N2CCCc3ccccc32)o1)c1c(F)cccc1Cl
    i	0.5	10	743	0%	2.1	1.8	8.2	-0.56	-0.3	-0.35	1.1	0.1	1093	1.1	-0.13	1252	i	47
[34] O=C(NCc1nnc2c3ccccc3c(-c3ccccc3)nn12)c1ccccc1Cl
    i	0.1	-4	637	-44%	2.4	1.9	9.8	-0.67	-0.15	-0.16	1.1	-2.1	1005	1.1	-0.54	1223	i	66
[35] Cc1[nH][nH]c(=O)c1C=NCc1cccs1
    i	0.3	8	724	1%	3.2	1.7	7.3	-1.3	-0.36	-0.24	0.28	-2.6	1088	1.2	-0.31	1196	i	59

Looked up above:
For Dynein transport nuclear GR-EGFP, O=C(CN1CCN(c2ccc(F)cc2)CC1)Nc1ccc(-n2cnnn2)cc1 reads 0.31
For TNAP activators, CCCOc1ccc(NC(N)=O)cc1OCCC reads 1.1

From PubChem
